Compound activity (PubChem)
p53ts 32C tox – p53ts cell cytotoxicity, permissive temperature | H1299-p53A138V at 32C, ATP luminescence viability, 24 h | Potency, µM (titrated, usually from 46.1 µM), for the others: at the top dose activity change, negative = cytotoxicity, hits mostly cytotoxic | actives 0.93% (n = 130,000) | AID 924;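 note: 0% = DMSO and -100% = full killing by reference compound; nearly all actives have a fitted effect of over 55% in size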
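Viability by ATPlite luminescence after 24 h compound treatment (up to 46 uM) at the permissive 32C. Cells are H1299 carrying p53 A138V. Scale runs from DMSO basal to 100 uM tamoxifen as full kill; AC50 from Hill fits.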
Peg3 imprint – inducers of genomic imprint erasure in mouse ES cells | Potency, µM (series often up to 60.7 µM), for the others: at the top dose activity change, positive = activation, usual class: activators | actives 0.02% (n = 110,000) | mouse ES Peg3-LacZ reporter, beta-gal luminescence, 40 h;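 note: 0% = negative control wells on the plate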
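Imprint erasure is scored as LacZ activity from the silenced maternal Peg3 allele in feeder-free female ES cells cultured 40 h with LIF. Luminescence is normalized to in-plate negative controls and fitted to the Hill equation.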
IkB sig inh – inhibitors of IkB signaling in ABC-DLBCL cells. AID 445. actives 0.04% (n = 110,000). ABC-DLBCL IkBa-CBG/CBR dual luciferase ratio, 4 h; response scale: scaled: untreated 0%, proteasome inhibitor 100%. Potency, µM (series often up to 57.1 µM), for inactives: at the highest dose IkBa stabilization activation; active = well fitted curve in the direction sought with a large enough effect in the signal ratio, not every such curve was filed as active; inconclusive = small, poorly fitted or top-dose-only effect, or a change in a side signal; the % refers to the signal ratio;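 note: the direction sought is a rising ratio; 0% = basal untreated cells and 100% = reference inhibitor full response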
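Luminescence ratio of IκBα-fused green versus native red beetle luciferase in OCI-Ly3 cells, 4 h post-doxycycline with compound; red signal alone, scaled from basal (0%) to zero light (-100%), flagged nonspecific or cytotoxic effects.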
p53ts 39C kill – p53ts cell cytotoxicity, nonpermissive temperature; Potency, µM (highest dose often 46.1 µM), without a hit: at the highest dose activity change, negative = cell killing, usual class: cytotoxic; AID 902; actives 1.5% (n = 130,000); H1299-p53A138V viability at 39C, ATP luminescence, 24 h; note: nearly all actives have a fitted effect of over 55% in size
* = called active by the depositor; ? = inconclusive; · = not tested or not shown; & = joins results of further samples; [ ] = another dose, or the depositor's remark. Unless noted, calls come from the whole dose curve; as a rule, active = well fitted curve in the direction sought with a large enough effect; inconclusive = small, poorly fitted or top-dose-only effect, or another doubt; inactive = no such curve, though single readings can be large; an effect the other way counts as inactive or inconclusive. Unless noted, % is set by controls: 0 for no effect and ±100 for the full control effect; potency is the fitted concentration of half-maximal effect. An unsorted share of the library (roughly 1.7% active in at least one column).

SMILES	p53ts 32C tox	Peg3 imprint	IkB sig inh	p53ts 39C kill
CCC(CCC(C)C1CCC2C3CCC4CC(O)CC[C@@]4(C)C3CC[C@@]12C)C(C)C (stereo partly specified)	-4%	11%	·	-5%
COC(=O)c1ccc(C(=O)Nc2ccc(N)cc2N)cc1	-18%	·	-0.4%	3%
CC(C)(C)CC(=O)NC1CC(=O)N(c2ccc3c(c2)OCCO3)C1 (stereo unspecified)	4%	-5%[10.9 µM]	0.7%	-14%
Cn1c(=O)c2cc(C(=O)NCCCN3CCN(c4ccccc4F)CC3)sc2c2ccccc21	5%	3%[10.9 µM]	-5.0%	-2%
CCOc1ccccc1NC(=O)CSc1ccc2nnc(CCNS(=O)(=O)c3ccccc3)n2n1	5%	-7%[10.9 µM]	0.8%	-8%
CCCN1CCC(N2CCN(c3ccccc3OC)CC2)CC1	-12%	-3%	-0.1%	5%
COC(=O)c1ccc2c(c1)S(=O)(=O)NC(=NCCCN1CCOCC1)S2	-1%	-7%	-0.7%	-10%
N#CC1=C(N)N(c2ccccc2)C2=C(C(=O)CCC2)C1c1cccs1 (stereo unspecified)	8%	-14%	?	10%
Cc1ncc(CO)c2cc(S(=O)(=O)c3ccc(F)cc3)c(=O)oc12	-1%	-5%	5.0%	2%
Cc1cc(Br)ccc1NC(=O)c1cc2c(=O)n(C)c3cc(Cl)ccc3c2s1	9%	25%[10.9 µM]	-2.2%	7%
COc1ccccc1/C=C/C=N/n1c(C2CCCCC2)n[nH]c1=S	6%	·	·	-7%
Cc1ccc(NC(=O)c2nc(S(=O)(=O)Cc3cccc(C)c3)ncc2Cl)cc1	18µM*	-27%[10.9 µM]	-1.5%	10µM*
CC(C)Cc1cc(C(=O)Nc2ccc3c(c2)OCO3)no1	?	-30%[inhibitor]	7.0%	?
O=[N+]([O-])c1cnccc1Nc1cccc(F)c1	-7%	·	·	-11%
CC1=C(c2ccc(Cl)cc2)S(=O)(=O)N=C1N1CCN(c2cccc(C(F)(F)F)c2)CC1	10%	-1%[10.9 µM]	0.2%	3%
CCOc1ccc(-n2c(Cc3ccccc3)nnc2SCc2nc(-c3cccs3)no2)cc1	30%	11%[10.9 µM]	?	-12%
CCOC(=O)CCN1C(=O)[C@H]2[C@@H]3[C@H](O)[C@H](O)CC(=O)[C@H]3CC[C@H]2C1=O	2%&6%[9.22 µM]	·	·	10%&-2%[9.22 µM]
COc1ccccc1N1CCN(S(=O)(=O)c2ccccc2)CC1	0%	-12%	-0.6%	5%
COc1cc2c(cc1OC)C(C)N(C(=O)CCN1C(=O)C3C4C=CC(C4)C3C1=O)CC2 (stereo unspecified)	5%	-12%	-1.5%	0%
COc1ccccc1C1NC(=O)CS1 (stereo unspecified)	12%	-4%	-2.1%	3%
CCOC(=O)N1CCC(N2CC34C=CC(O3)C(C(=O)Nc3ccc(F)cc3)C4C2=O)CC1 (stereo unspecified)	1%	-7%	1.3%	3%
COc1ccc(NC(=O)c2c(N)c(C(=O)c3ccc(OC)cc3)n3ccccc23)cc1	1%	-5%[10.9 µM]	-0.3%	-18%
COc1ccccc1NC(=O)C1=C(C)Nc2nc(-c3ccco3)nn2C1c1ccccc1 (stereo unspecified)	7%	-2%[10.9 µM]	?	12%
Cc1ccc(NC(=O)C(=O)NCC(c2cccnc2)N2CCOCC2)cc1Cl (stereo unspecified)	?	-11%[10.9 µM]	?	20µM*
COCCNc1nc(-n2nc(C)cc2C)nc2sc3c(c12)CCCC3	-20%	-18%	1.0%	-10%
Nc1nncn1C(=O)CCCOc1ccc(Cl)cc1Cl	11%	-18%	-7.9%	4%
CCOc1ccc(CN2CCc3nc(N4CCN(c5ccccc5OC)CC4)ncc3C2)cc1OC	5%	-15%[10.9 µM]	11%	-20%
CCc1cccc(NC(=O)CN2c3ccccc3S(=O)(=O)c3ccccc32)c1	11%	4%[10.9 µM]	?	-3%
COC(=O)N1CCC[C@@]2(CCN(c3ccncc3)C2)C1	-4%	·	-1.5%[11.4 µM]	-7%
O=C(CSc1nnc(Cn2nnc3ccccc32)o1)N(Cc1ccc(F)cc1)c1ccccc1	5%	-8%	?	-10%
O=C(CCN1C(=O)C2C3C=CC(C3)C2C1=O)Nc1ccccc1F (stereo unspecified)	4%	-7%	-1.3%	-3%
COc1ccc(OC)c2sc(N3CCN(C(=O)C4CC4)CC3)nc12	?	-11%[10.9 µM]	-2.0%	?
COc1cccc(-n2nnc3c(=O)n(Cc4ccccc4F)cnc32)c1	7%	-14%	-0.5%	-5%
CCN(CC)S(=O)(=O)c1ccc2c(c1)c(=O)c(C(=O)NCCc1ccccc1)cn2C	-4%	7%[10.9 µM]	6.3%	9%
CCCn1c(/C=C/c2ccccc2)nc2ccccc21	13µM*	-28%[10.9 µM]	-0.7%	10µM*
CC(=O)N(Cc1cc(=O)[nH]c2ccccc12)c1cccc(C)c1	0%	-13%	1.7%	8%
Cc1cc(C(=O)N2CCN(C(c3ccccc3)c3ccccc3)CC2)no1	8%	-25%	?	1%
CCOc1ccc(Cn2c(=O)sc3ccccc32)cc1	1%	18%[10.9 µM]	-1.9%	-5%
CCc1ccccc1NC(=O)Nc1cc(C(=O)NCc2ccc(C)cc2)ccc1N1CCCC1	-2%	-11%[10.9 µM]	-1.2%	30%[activator]
CC(=O)c1c(C)[nH]c(C(=O)NCc2ccccc2Cl)c1C	2%	-7%	1.5%	-5%

Some of the entries above, set out differently.
structure,p53ts 32C tox,Peg3 imprint,IkB sig inh,p53ts 39C kill
N#CC1=C(N)N(c2ccccc2)C2=C(C(=O)CCC2)C1c1cccs1 (stereo unspecified),8%,-14%,?,10%
Cc1ncc(CO)c2cc(S(=O)(=O)c3ccc(F)cc3)c(=O)oc12,-1%,-5%,5.0%,2%

The listing continues.
SMILES	p53ts 32C tox	Peg3 imprint	IkB sig inh	p53ts 39C kill
Cc1ccccc1C(=O)NNc1ncnc2c1cnn2-c1cccc(Cl)c1	-4%	-5%[10.9 µM]	?	35%[activator]
COc1ccccc1Cn1cc(C(=O)c2ccc(C)cc2)c(=O)c2cc(C)ccc21	15%	-11%[10.9 µM]	?	?
CCC(C)NC(=O)CS(=O)Cc1nc(-c2cccc(OC)c2)oc1C (stereo unspecified)	-6%	-21%	-0.1%	-5%
COc1cc(NC(=O)C2CCCN(c3ncccn3)C2)cc(OC)c1 (stereo unspecified)	-4%	·	·	10%
FC(F)(F)c1cccc(Cl)c1	3%[1.84 µM]	-1%	-1.4%	1%
Cc1cccc(CNc2ncnc3ccc(-c4c(C)noc4C)cc23)c1	-3%	-2%	?	-6%
CC(C(=O)O)n1nc2ccccc2n1 (stereo unspecified)	0%	-3%	0.4%	1%
CN(C(=O)C1CCN(S(=O)(=O)c2cccs2)CC1)C1CCCCC1	0%	-11%	0.1%	-6%
CN1CCN(C(=O)c2cc3sccc3n2CC(=O)c2ccccc2)CC1	3%	-17%	0.7%	-3%
CCOC(=O)CSc1nnc(-c2ccccc2)o1	-1%	·	·	9%
Cn1nc(C(=O)NCc2ccccc2)c2c1-c1ccccc1S(=O)(=O)C2	18%	13%[10.9 µM]	?	-10%
CCN(C(C)=O)c1nnc(CSc2nc3ccccc3s2)s1	-27%	-15%	-1.9%	-10%
Fc1ccc(C(c2nnnn2Cc2cccs2)N2CCN(C3CCCC3)CC2)cc1 (stereo unspecified)	-2%	-9%	2.5%	0%
O=C(O)c1cc(-c2ccccc2)nc2ccccc12	-21%	10%	4.4%	-22%
CC(C)=CCC/C(C)=C/CO/N=C1/C[C@@H](O)[C@@H](O)[C@@H]2[C@@H]3C(=O)N(Cc4ccccc4)C(=O)[C@H]3CC[C@H]12	0%[9.22 µM]	·	·	7%[9.22 µM]
COc1ccc(CCNC(=O)c2cc(-c3ccccc3O)n[nH]2)cc1OC	6%	-20%	?	-1%
CC1CCCCN1CCCNC(=O)c1sc2ncccc2c1-n1cccc1 (stereo unspecified)	-1%	-13%[10.9 µM]	1.1%	-13%
CCOC(=O)Cc1[nH]nc2c1C(c1cccc(OC)c1OC)C(C#N)=C(N)O2 (stereo unspecified)	2%	2%	3.5%	14%
Cc1ccc(S(=O)(=O)N(C)CCCC(=O)N2CCOCC2)cc1	-5%	-5%	-2.1%	10%
CCCn1c(-c2ccc(F)cc2)nc2c(NCCN(C(C)C)C(C)C)nc(C)nc21	-2%	-13%	·	-1%
CCOc1ccc(NC(=O)CSc2nnc(C(C)C)n2CC)cc1	10%	·	·	13%
COc1ccc2nc3oc(C(=O)Nc4cccc(C(F)(F)F)c4)cc3cc2c1	0%	-6%[10.9 µM]	-1.6%	-23%
OC1CNCc2cc3c(cc21)OCCO3 (stereo unspecified)	4%	-23%	2.2%	13%
COC(=O)c1cc(=O)n2c(-c3ccccc3)csc2n1	-1%	16%	1.0%	0%
Cc1ccc(-n2nc(C(=O)N3CCC(C)CC3)c(=O)n(C)c2=O)cc1	-12%	-6%[10.9 µM]	?	-7%
CN(C)c1ccc(-c2noc(C3CCN(S(=O)(=O)c4ccc(C(=O)O)cc4)CC3)n2)cc1	17%	-1%	0.8%	-13%
COc1ccc(OC)c(C(c2nnnn2CCc2ccccc2)N2CCC(C(N)=O)CC2)c1 (stereo unspecified)	-8%	-9%	0.3%	-11%
Cc1ccccc1OCCSc1nc2ccc(NC(=O)c3cccc(F)c3)cc2s1	?	-15%[10.9 µM]	0.9%	-6%
CCS(=O)(=O)N1CCCC(C(=O)NC2CCCCC2C)C1 (stereo unspecified)	0%	-1%	-0.2%	-15%
COc1cc(C2C(=O)N(C3CCCCCC3)CC(=O)N2Cc2ccccc2)ccc1OC(C)C (stereo unspecified)	-3%	-10%[10.9 µM]	?	?
O=C(NCC1CCCO1)C(C(=O)c1ccccc1)n1ccccc1=O (stereo unspecified)	0%	-2%	-0.7%	-8%
COc1ccccc1CNC(=O)C1CCN(S(=O)(=O)N2CC(C)CC(C)C2)CC1 (stereo unspecified)	5%	-17%	1.3%	3%
COc1ccc(OC)c(NC2c3ccccc3C(=O)N2c2cccnc2)c1 (stereo unspecified)	1%	-11%	-1.3%	6%
CNC[C@H](O)c1ccc(OC(=O)C(C)(C)C)c(OC(=O)C(C)(C)C)c1	0%[20.6 µM]	-8%[16.8 µM]	-0.5%[25.6 µM]	2%[20.6 µM]
COc1cc(CN2CCC(C(=O)NC3CCCC3)CC2)ccc1O	9%	7%	1.2%	4%
COc1cc(CNC2CCC(C)C2)cc(OC)c1 (stereo unspecified)	3%	-12%	1.9%	-1%
CCOC(=O)C1CCN(CCC(=O)Nc2ccc(OC)cc2)CC1	3%	-10%[10.9 µM]	-2.0%	5%
CCC(Sc1nnc(C)n2c1cc1occc12)C(=O)Nc1ccccc1OC (stereo unspecified)	-7%	11%[10.9 µM]	?	?
CCCCC(=O)N(C)C	-23%[1.84 µM]	0%	-0.8%	1%
Cc1cccc(NC(=O)Cn2ncc3c4ccccc4n(Cc4ccccc4)c3c2=O)c1C	-4%	16%[10.9 µM]	0.9%	-3%
Cc1ccnc(NS(=O)(=O)c2ccc(NC(=O)c3nc(SC(C)C)ncc3Cl)cc2)n1	-15%	10%[10.9 µM]	?	3%
O=C(Cc1cccs1)Nc1ccccn1	7%	-20%	2.4%	3%
O=C(O)C1C2CCC(C2)C1C(=O)Nc1nc2ccccc2s1 (stereo unspecified)	3%	-11%	-0.1%	1%
O=Cc1c(Sc2ccccn2)nc2ccccn2c1=O	16%	·	·	-2%
Cc1ccc(C)c(N2CCN(C(=O)c3c(C)oc4nc(C)nc(N5CCOCC5)c34)CC2)c1	-3%	2%[10.9 µM]	2.1%	-7%

An excerpt from above in order of SMILES length, descending:
SMILES	p53ts 32C tox	Peg3 imprint	IkB sig inh	p53ts 39C kill
Cc1ccnc(NS(=O)(=O)c2ccc(NC(=O)c3nc(SC(C)C)ncc3Cl)cc2)n1	-15%	10%[10.9 µM]	?	3%
Cc1cccc(NC(=O)Cn2ncc3c4ccccc4n(Cc4ccccc4)c3c2=O)c1C	-4%	16%[10.9 µM]	0.9%	-3%
O=Cc1c(Sc2ccccn2)nc2ccccn2c1=O	16%	·	·	-2%
O=C(Cc1cccs1)Nc1ccccn1	7%	-20%	2.4%	3%
CCCCC(=O)N(C)C	-23%[1.84 µM]	0%	-0.8%	1%
